# Mtb RmlCD inh – M. tuberculosis RmlC/RmlD coupled enzyme inhibitors, primary screen, biochemical, compound mixtures, 384-well, from 1536-well plates; RmlC+RmlD coupled enzyme assay, percent inhibition; primary screen in compound mixtures; inhibition, % at 3.6 µM; hit rate 0.03% among 160,000; AID 1533, 2009; in the data active = inhibition mostly above about 34%, no sharp cut-off; inconclusive = no clear call, values can overlap the other calls; inactive = mostly below about 22%; note: some results filed as inactive read as strong as hits
# Target sequence (P9WH09 whole entry, looked up): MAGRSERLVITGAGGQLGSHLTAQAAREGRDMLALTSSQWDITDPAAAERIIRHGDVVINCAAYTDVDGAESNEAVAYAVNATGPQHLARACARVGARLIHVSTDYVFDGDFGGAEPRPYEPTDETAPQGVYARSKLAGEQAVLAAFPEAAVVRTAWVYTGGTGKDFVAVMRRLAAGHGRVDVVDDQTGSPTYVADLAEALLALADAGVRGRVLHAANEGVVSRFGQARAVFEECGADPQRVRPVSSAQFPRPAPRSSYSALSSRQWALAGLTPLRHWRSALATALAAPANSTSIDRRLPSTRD
# Target sequence (P9WH11 whole entry, looked up): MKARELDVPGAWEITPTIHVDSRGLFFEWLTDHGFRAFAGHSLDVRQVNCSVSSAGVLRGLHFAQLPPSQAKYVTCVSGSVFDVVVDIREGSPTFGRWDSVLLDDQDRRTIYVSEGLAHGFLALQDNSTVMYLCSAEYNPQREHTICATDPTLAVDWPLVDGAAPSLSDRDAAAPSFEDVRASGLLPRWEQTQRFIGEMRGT
# M. tuberculosis GlmU – inhibition of mycobacterial GlmU enzyme – biochemical, glucosamine-1-phosphate acetyltransferase (AID 1376); M. tuberculosis GlmU acetyltransferase enzyme assay; higher % means a stronger effect; hit rate 0.25% among 220,000; one-dose inhibition, %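 (tested at 30 µM in the primary screen)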; IC50 in µM for titrated hits; Bifunctional protein GlmU (Mycobacterium tuberculosis (strain ATCC 25618 / H37Rv)); in the data active = inhibition above about 13%; inconclusive = no clear call, values can overlap the other calls;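 note: 0% = complete reaction with vehicle and 100% = reaction without substrate; strong numbers were not always called active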
# * = called active by the depositor; ? = inconclusive; / = no result given.
# Order of values – Mtb RmlCD inh, M. tuberculosis GlmU
OCCNCCCCOc1ccccc1F
  /, -0.8%
O=C(CCn1c(=O)sc2ccccc21)Nc1ccon1
  /, -1.7%
COc1ccc2c(c1)C(=O)N(c1ccc(C)cc1)C(=O)C2
  /, -5.3%
c1cc(Nc2ncnc3sc4c(c23)CCC4)ccn1
  13, 7.5%
CC1=C(C(=O)Nc2ccccc2)C(c2cccs2)C(C#N)=C(SCC#N)N1 (configuration not stated)
  -2, /
O=C(CN1CCN(S(=O)(=O)c2ccc(Br)cc2)CC1)N/N=C/c1ccncc1
  -20, -7.6%
O=C(NCCOCCOCCNC(=O)c1cccnc1)c1cccnc1
  -9, 0.7%
O=C(Nc1ccc(OCC(F)(F)C(F)F)c(C(F)(F)F)c1)c1ccc(Cl)cc1
  /, -3.9%
CC(C)(C)NS(=O)(=O)c1ccc(CCC(=O)NCc2cccnc2)cc1
  -2, 1.2%
O=C(N/N=C/c1ccco1)c1ccc(N2CCCC2=O)cc1
  -9, 2.8%
CCOC(=O)c1c(CSc2ccccc2)n(C)c2ccc(O)c(CN3CCN(C)CC3)c12
  8, -3.6%
O=C(O)CN1CCCC1=Nc1ccccc1
  /, -8.6%
CCc1nnc2sc(-c3ccc(NC(=O)c4ccc5c(c4)OCCO5)cc3)nn12
  49, 1.1%
CCCCn1nc(C(=O)O)ccc1=O
  95, 6.1%
Cc1ccc(SCc2cn3ccccc3n2)cc1
  -10, 2.7%
NC(=O)CSc1nc2scc(-c3ccc(Cl)cc3)c2c(=O)n1Cc1ccccc1
  -11, -0.1%
COc1ccc(C(=O)NC(C(=O)N2CCc3ccccc32)C(C)C)cc1 (configuration not stated)
  -3, -6.1%
CC(C)(C)c1ccc(N=C2SCC(=O)N2Cc2cccs2)cc1
  31, 3.4%
O=C(CSc1nc2cc(Cl)ccc2s1)NCc1ccc2c(c1)OCO2
  12, 2.5%
CCCCn1ccc(O)c(Cc2ccc(F)cc2)c1=O
  8, -1.8%
CCCc1cnc(NCCNCC(O)COc2ccc(Cl)c(Cl)c2)nc1 (configuration not stated)
  15, -10%
CCCN1CCN(c2ncnc3scc(C4COc5ccccc5O4)c23)CC1 (configuration not stated)
  /, -1.9%
CC1=NN(c2nc(-c3ccc(F)cc3)cs2)C(=O)C1
  0, 2.2%
Cc1ccc(CNC(=O)C2CC(c3ccc([N+](=O)[O-])cc3)=NO2)cc1 (configuration not stated)
  14, 0.0%
CC(=O)c1sc2c(c1OC(=O)c1ccc(Cl)cc1Cl)c(=O)n(-c1ccccc1)c(=S)n2-c1ccccc1
  -5, -2.1%
COc1ccc(S(=O)(=O)N(CC(=O)O)c2ccccc2)cc1
  /, -0.2%
Cc1ccc(C)c(NC(=O)Cn2nc(C)c3ccccc3c2=O)c1
  /, 1.9%
COC(=O)C1=C(C)NC2=C(C(=O)CC(C)(C)C2)C1c1cnn(C)c1C (configuration not stated)
  7, 1.0%
Cc1ccc(-c2csc(N3C(=N)SCC3=O)n2)cc1
  1, -1.5%
Cc1ccc(S(=O)(=O)NCC(=O)N2CCCCC2)cc1
  -11, -5.1%
O=C(O)CNC(=O)CC12CC3CC(CC(C3)C1)C2
  /, 4.0%
Cc1cccc(C)c1OCC(=O)NCc1nnc(SCC(=O)NC2CCCCC2)n1C
  6, -1.2%
CCc1ccc(C(=O)CN(C#N)c2nc(C)cc(C)n2)cc1
  -17, -6.6%
Cc1ccc(S(=O)(=O)n2nccc2-c2c(-c3ccc(Cl)cc3)noc2C)cc1
  28, 4.8%
O=c1c2ccccc2[nH]c(=S)n1Cc1cccs1
  8, -0.8%
CCCS(=O)(=O)N1CCN(C(=O)c2cccs2)CC1
  -7, 5.7%
C(=C\c1ccccc1)/C=N/N1CCN(Cc2ccccc2)CC1
  -6, -7.8%
CCN(C(=O)CSc1ncn[nH]1)C1CCCCC1
  5, 2.4%
COC(=O)[C@@]1(Cc2ccc(F)cc2)[C@H]2c3cc(C(=O)N4CCCC4)n(CCO)c3C[C@H]2CN1C(=O)c1ccccc1
  /, 1.9%
O=C(NNC(=O)c1cccs1)c1ccncc1
  2, -3.4%

# Sorted by count of non-hydrogen atoms (lowest first): some entries from above.
# Order of values – Mtb RmlCD inh, M. tuberculosis GlmU
O=C(CSc1nc2cc(Cl)ccc2s1)NCc1ccc2c(c1)OCO2
  12, 2.5%
CC1=C(C(=O)Nc2ccccc2)C(c2cccs2)C(C#N)=C(SCC#N)N1 (configuration not stated)
  -2, /
Cc1ccc(S(=O)(=O)n2nccc2-c2c(-c3ccc(Cl)cc3)noc2C)cc1
  28, 4.8%

# (continued)
# Order of values – Mtb RmlCD inh, M. tuberculosis GlmU
CCc1nc(OCc2ccco2)c2sc3nc4c(cc3c2n1)COC(C)(C)C4
  7, -2.1%
Cc1cc(C)n(C(=O)c2ccc(C)c(F)c2F)n1
  79, -2.0%
O=C(NC1CCCCCCC1)C1CCN(c2nc3ccccc3o2)CC1
  36, 0.5%
CN(/N=C/c1cc([N+](=O)[O-])ccc1O)c1ccccc1
  /, 1.8%
COc1cccc2sc(NNC(=O)COc3ccccc3)nc12
  -7, -2.9%
COc1ccc(NC(=O)NCCCN2CCCC2=O)cc1
  -6, 9.8%
CCN(CC)S(=O)(=O)c1cccc(NC(=O)c2cncc(Br)c2)c1
  /, -2.2%
N/C(=N\OC(=O)c1cccc(Cn2cc(C(F)(F)F)ccc2=O)c1)c1ccc(Cl)cc1
  12, -1.9%
CC(C)[C@H](NC(=O)c1ccccc1)C(=O)OCC(=O)N1CCN(C(=O)c2ccco2)CC1
  -8, 3.0%
CC(C)(C)c1ccc(C(=O)Nn2c(CCC(=O)O)ccc2-c2cccs2)cc1
  20, 3.3%

# Exported field by field: part of the list above.
> COc1ccc(NC(=O)NCCCN2CCCC2=O)cc1
- Mtb RmlCD inh: -6
- M. tuberculosis GlmU: 9.8%

> CCN(CC)S(=O)(=O)c1cccc(NC(=O)c2cncc(Br)c2)c1
- Mtb RmlCD inh: /
- M. tuberculosis GlmU: -2.2%

> N/C(=N\OC(=O)c1cccc(Cn2cc(C(F)(F)F)ccc2=O)c1)c1ccc(Cl)cc1
- Mtb RmlCD inh: 12
- M. tuberculosis GlmU: -1.9%

# Other results follow.
# Order of values – Mtb RmlCD inh, M. tuberculosis GlmU
COC(=O)c1ccc(N2C(=O)C3CC(C)=C(C)CC3C2=O)cc1 (configuration not stated)
  /, -2.9%
Cn1c(=O)c2cc(S(=O)(=O)NCCC(=O)Nc3ccc(Cl)cc3)ccc2n(C)c1=O
  -3, 2.2%
Cc1ccc(S(=O)(=O)N2CCCSCC2)cc1
  /, 7.1%
CC(OCC(O)CN(C)Cc1nc2ccccc2c(=O)[nH]1)c1ccc(Cl)cc1 (configuration not stated)
  2, -6.2%
CCOC(=O)C1=C(c2ccccc2)NC(SCC(N)=O)=C(C#N)C1c1cccnc1 (configuration not stated)
  /, 2.1%
Cc1ccc(Cn2c(-c3nonc3N)nc3ccccc32)cc1
  /, 0.2%
CCSC1=NCCN1S(=O)(=O)c1ccc(NC(C)=O)cc1
  2, /
COC(=O)CSc1nnc(-c2ccc(S(=O)(=O)NCc3cccs3)cc2)o1
  26, -0.3%
Cc1cccn2c(=O)c(/C=C(\C#N)S(=O)(=O)c3ccccc3)c(N3CCN(C)CC3)nc12
  /, 0.3%
O=C1c2cccc3cccc(c23)C(=O)N1Cc1ccccc1
  12, -1.1%
O=C1NC(=O)/C(=C\c2ccc(Cl)nc2)S1
  6, -1.1%
COc1ccc(OCC(=O)Nc2ccccc2C(=O)NC(C)C)cc1
  5, 0.4%
Cc1nc2ccccc2nc(=O)c1NNc1ccc([N+](=O)[O-])cc1
  /, -3.9%
COc1cc(/C=C(/C#N)C(=O)Nc2ccccc2)c(Br)cc1OCc1ccc(C(=O)O)cc1
  -6, -1.3%
O=C(NCc1ccccc1)C1(c2ccccc2)CCN(S(=O)(=O)c2ccccc2)CC1
  10, 2.9%
CN(CCO)c1cc(N2CCC3(CC2)OCCO3)c2nonc2c1[N+](=O)[O-]
  -12, 2.3%
O=C(NCC1CCCO1)c1cncc(Br)c1 (configuration not stated)
  7, 2.7%
COc1ccc(Cn2nnnc2CN2CCc3ccccc32)cc1
  /, 1.8%
C=CCN(c1ccc(C(=O)N2CCN(c3ccc(F)cc3)CC2)cc1)S(C)(=O)=O
  -51, 1.7%
COc1cc(-c2c(C#N)c(=O)[nH]c3c2c(C)nn3-c2ccccc2)ccc1O
  11, 1.6%
CC(C)(C)c1ccc(OCCNC(=S)NC(=O)c2cccnc2)cc1
  -18, 1.6%
Cc1sc2ncnc(N3CCN(c4ncccn4)CC3)c2c1C
  14, 2.1%
CS(=O)(=O)N(CC(=O)Nc1ccc2c(c1)OCO2)c1ccc(Cl)cc1
  /, -1.8%
CCOC(=O)C1(Cc2ccccc2)CCCN(CCCn2cccn2)C1 (configuration not stated)
  1, 2.9%
CC1(C)CC(=O)C2=C(C1)N1CCCCC1CC2=O (configuration not stated)
  4, 0.8%
CN(CCO)C(=O)C(c1ccccc1)c1ccccc1
  44, 3.8%
COC(=O)c1nnn(CC(=O)Nc2ccc(C)c(F)c2)c1C(=O)OC
  9, -2.1%
O=C(O)C1CCCCN1S(=O)(=O)c1ccc(Cl)s1 (configuration not stated)
  14, 1.4%
Cc1ccc(C)c(N(CC(=O)Nc2ccccc2C(=O)NCc2ccco2)S(=O)(=O)c2ccccc2)c1
  5, 0.8%
Cc1ccc(C(=O)CSc2nnc(-c3ccco3)n2Cc2ccccc2)cc1
  11, -2.7%
CCc1ccc(OCC(=O)N/N=C(\C)c2ccc(OC(F)F)cc2)cc1
  0, -5.5%
O=C1c2ccccc2C(=O)N1CCN1CCCCC1
  5, /
CCNC(=S)NS(=O)(=O)c1ccccc1
  2, -4.1%
CCc1nnc(NC(=O)CSc2nc3cccnc3n2Cc2ccccc2)s1
  /, 1.9%
CC(C)C[C@H](NC(=O)c1nc[nH]c1C(=O)N(C)Cc1ccccc1)C(=O)OCc1ccccc1
  /, 1.4%
CN(CC(=O)O/N=C(\N)c1ccccn1)S(=O)(=O)c1ccc(Br)cc1
  -5, 5.0%
Cc1ccc2nsnc2c1S(=O)(=O)N(Cc1ccco1)Cc1cc2cccc(C)c2[nH]c1=O
  /, 4.2%
C/C(=N\NC(=O)c1c(Cl)c(C)nn1C)c1cccc(NC(=O)COc2ccccc2)c1
  3, -2.6%
COC(=O)Cn1c(=NC(=O)C2COc3ccccc3O2)sc2cc(S(N)(=O)=O)ccc21 (configuration not stated)
  -7, 3.5%
CCN(CC(=O)Nc1ccc2c(c1)OCCO2)Cc1cc(=O)oc2c(C)c(C)ccc12
  9, 5.0%
CN1CCN(Cc2c(O)ccc3occ(C(=O)c4ccccc4)c23)CC1
  ?, -6.5%
CCOC(=O)C1=C(C)N(CCCC(=O)O)C(=O)NC1c1ccccc1 (configuration not stated)
  /, 2.2%
N#CC(Cc1ccc(OC(F)F)cc1)c1nc2ccccc2[nH]1 (configuration not stated)
  13, 1.9%
CCn1c(SCC(N)=O)nnc1C(C)C
  -6, 3.3%
CNC(=O)Nc1ccc(C2SCCS2)cc1
  -8, 4.4%
Cc1ccc(C)c(NS(=O)(=O)c2c(C)nn(C)c2C)c1
  /, 0.8%
O=C(CN1CCN(c2ccccn2)CC1)Nc1ccc(F)cc1
  -6, -0.7%
COc1ccccc1NC(=O)CN(C)S(=O)(=O)c1cc(C)ccc1OC
  /, 0.7%
COc1ccccc1-c1nnc(SC(C)C(=O)O)n1-c1ccccc1 (configuration not stated)
  /, 3.0%
Cc1cc(C)c2c(=O)[nH]c(SCC(=O)c3ccc(F)c(C)c3)nc2n1
  4, -3.8%

# New compounds follow
# Order of values – Mtb RmlCD inh, M. tuberculosis GlmU
COc1ccc(C2C(C(=O)c3ccco3)=C(O)C(=O)N2Cc2cccnc2)cc1OC (configuration not stated)
  /, 0.1%
Cc1c(NC(=O)CN2C(=O)NC(C)(c3ccccc3Cl)C2=O)c(=O)n(-c2ccccc2)n1C (configuration not stated)
  -10, 2.2%
O=C(CCS(=O)(=O)Cc1ccccc1F)NCCCN1CCCCC1
  /, -5.8%
C/C(=N\Oc1cccc(F)n1)c1ccc(Cl)cc1Cl
  /, 3.3%
Cc1ccc(S(=O)(=O)N2CCC(C(=O)NNC(=O)c3ccccc3)CC2)cc1
  -27, 1.3%
COc1cc(/C=C2\CC/C(=C\c3ccc(OCCO)c(OC)c3)C2=O)ccc1OCCO
  /, 0.8%
COC(=O)c1cc2c(C)nn(C)c2s1
  -8, -2.4%
CC(=O)Nc1ccc(NC(=O)c2ccc(NS(=O)(=O)c3cc(C(C)(C)C)cc(C)c3C)cc2)cc1
  8, 2.5%
CC(O)CNc1nc(Cl)c(C#N)s1 (configuration not stated)
  9, -2.3%
CC(C)NC(=O)c1ccc(-c2cccc(C(F)(F)F)c2)o1
  0, -0.5%
Cc1cn(S(=O)(=O)c2ccccc2[N+](=O)[O-])cn1
  -15, 3.6%
Clc1cccc(-c2ccc(C=Nc3ccc(N4CCOCC4)cc3)o2)c1
  /, -5.1%
Nc1nc(N2CCN(C(=O)c3ccco3)CC2)nc2ccc(Br)cc12
  6, -4.4%
COP(=O)(OC)C(NC(=O)c1ccc(C)cc1)C(Cl)(Cl)Cl (configuration not stated)
  11, -4.0%
CC(=O)c1ccccc1NS(=O)(=O)c1c(C)nn(-c2ccccc2)c1C
  4, -2.6%
O=C(CCc1ccccc1)n1nc(-c2ccccc2)nc1NCc1ccco1
  /, -0.7%
Cc1ccc2c(c1)C(=O)CCCCC(=O)N2
  /, 0.8%
Cc1cc2c(OCC(O)CN3CCCC3)cccc2[nH]1 (configuration not stated)
  7, -3.6%

# Compound activity as filed in PubChem.

# Only part of the results is shown; rates above refer to the full screens.
